zVAD death inh – inhibitors of zVAD-triggered necroptosis, primary screen, L929 cells | L929 zVAD necroptosis rescue, ATP luminescence, 24 h; with zVAD 60 µM | viability rescue, % at 10 µM | 0.38% of 220,000 active | AID 1377, 2008;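 active = activation, scaled between plate controls, above about 75%, limit read from the data; inactive = activation under that limit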;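 also: 0% = zVAD with DMSO and 100% = DMSO alone without zVAD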
RBBP9 inhibitor – human RBBP9 inhibitors, primary screen, biochemical, fluorescence polarization, FP-Rh probe, HTS; recombinant RBBP9; Serine hydrolase RBBP9 (Homo sapiens), O75884; AID 1515, 2009; inhibition, % at 7.94 µM; 0.2% of 220,000 active;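 active = inhibition above the campaign mean of all tested compounds plus 3 SD, cut at about 14% in these data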;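 also: plate controls were DMSO wells with RBBP9 for no effect and wells lacking RBBP9 protein for full effect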
Target sequence (O75884 whole entry, looked up): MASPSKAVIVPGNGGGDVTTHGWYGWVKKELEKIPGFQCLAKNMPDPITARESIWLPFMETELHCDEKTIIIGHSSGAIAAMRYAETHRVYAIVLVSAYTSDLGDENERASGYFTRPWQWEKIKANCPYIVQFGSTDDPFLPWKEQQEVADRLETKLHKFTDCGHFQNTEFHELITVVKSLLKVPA
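Test system: recombinant human RBBP9; Timing: 30 min then 45 min, 25 °C; Detection: fluorescence polarization; Control set: RBBP9 with DMSO as uninhibited control, no-protein wells as full inhibition; Compound dosing: one concentration, 7.94 µM nominal, 0.794% DMSO; Probe or stimulus: FP-Rh activity-based probe, 375 nM before mixing.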
PERK inhibitor – block of dimerizer-induced PERK translation repression, primary screen, PERK inhibitor project, CHO PERK-DD cells, SEAP luminescence, HTS. Eukaryotic translation initiation factor 2-alpha kinase 3 (Homo sapiens), Q9NZJ5. CHO PERK-DD fusion, SEAP luminescence translation reporter. inhibition, % at 5.6 µM. 0.17% of 220,000 active. AID 1416, 2008;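 active = inhibition above the mean inhibition of all tested compounds plus 3 SD, set separately per screening campaign, cut at about 2.9% in these data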;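 also: PERK kinase domain activated by AP20187 dimerizer at 100 nM; 0% = DMSO with dimerizer and 100% = rapamycin at 8.4 µM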
TNF death inh – inhibitors of TNF-alpha triggered necroptosis, primary screen, cell-based, Jurkat FADD-/-, single concentration; activation (protection from cell death), % at 10 µM; AID 463075, 2010; Jurkat FADD-/- TNF necroptosis rescue, ATP luminescence, 24 h; 0 = TNF only, 100 = no-TNF cells; 0.068% of 220,000 active;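 active = activation, meaning protection from cell death, of at least 50% relative to plate controls; inactive = activation below 50%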;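 also: necroptosis triggered by 40 ng/mL TNF-alpha added together with compound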
Runt-SMMHC FRET – inhibitors of RUNX1 Runt–CBFb-SMMHC binding, primary screen, biochemical, FRET, Cerulean-Runt, Venus-CBFb-SMMHC, uHTS; AID 1434, 2008; Runt-related transcription factor 1 (Homo sapiens) + Core-binding factor subunit beta …; 0.74% of 220,000 active; inhibition, % at 20 µM; Cerulean-Runt/Venus-CBFb-SMMHC FRET ratio 530/480, 1 h;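 active = mean inhibition across duplicate retests at 20 µM reaching about 50%, limit read from the data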;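 also: 0% = DMSO wells and 100% = wells with excess untagged CBFb-SMMHC; inhibitors lower the FRET ratio by blocking Runt binding to CBFb-SMMHC; some results filed as inactive read as strong as hits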
Runt-CBFb FRET – inhibitors of RUNX1 Runt–CBFb binding, primary screen, biochemical, FRET, Cerulean-Runt, Venus-CBFb, uHTS. 0.46% of 220,000 active. Runt-related transcription factor 1 (Homo sapiens) + Core-binding factor subunit beta …. Cerulean-Runt/Venus-CBFb FRET ratio 530/480, 1 h. inhibition, % at 20 µM;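 active = inhibition over about 50% at 20 µM in the single-dose screen, limit read from the data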;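 also: 0% = DMSO wells and 100% = excess unlabeled CBFb competitor control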
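Schedule: protein complex preformed 1 h, compound exposure 1 h, room temperature, dark; test system: Cerulean-labeled Runt domain protein; amount: 100 nM per protein; buffer or medium: Tris 50 mM pH 7.5, KCl, K2SO4, 0.01% BSA; read-out: loss of energy transfer signal; detection: FRET fluorescence; controls: 5 µM unlabeled CBFb as full-inhibition high control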
EP2 modulator – EP2 receptor modulators, cAMP readout, primary screen, cell-based, HTRF cAMP, PGE2 stimulation. Prostaglandin E2 receptor EP2 subtype (Homo sapiens), P43116. EP2-expressing cells, cAMP HTRF FRET, PGE2 co-stimulation. induction, % at 25 µM. 0.83% of 260,000 active. AID 940, 2007;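 active = compounds whose cAMP rise, as percent of the full-agonist control response, exceeds 60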;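 also: rat C6 glioma line stably carrying human EP2 under a CMV promoter; the protocol text gives 20 µM as final concentration; 100% = response of wells given 1 µM PGE2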
Target sequence (P43116 whole entry, looked up): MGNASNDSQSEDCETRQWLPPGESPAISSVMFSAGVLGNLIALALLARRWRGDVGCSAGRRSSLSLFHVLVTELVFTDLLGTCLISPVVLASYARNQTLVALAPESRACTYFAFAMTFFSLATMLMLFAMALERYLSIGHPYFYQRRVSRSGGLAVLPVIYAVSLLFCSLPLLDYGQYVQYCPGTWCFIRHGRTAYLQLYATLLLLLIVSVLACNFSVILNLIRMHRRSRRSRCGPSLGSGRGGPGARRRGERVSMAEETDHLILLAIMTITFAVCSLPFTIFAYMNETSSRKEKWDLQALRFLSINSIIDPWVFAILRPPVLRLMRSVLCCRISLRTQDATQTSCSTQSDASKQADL
Hck-Nef inh – inhibitors of Nef-activated human Hck kinase, primary screen, biochemical, Z-Lyte FRET, 384-well, Hck-YEEI | Tyrosine-protein kinase HCK (Homo sapiens), P08631 | Recombinant Hck-YEEI plus Nef, Z-Lyte FRET kinase assay | inhibition, % at 20 µM | 0.68% of 220,000 active | AID 463187, 2010;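 active = Hck-Nef kinase inhibition above about 50%, limit read from the data; inactive = inhibition below that limit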;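 also: 0% = DMSO with Hck plus Nef and 100% = Hck alone without Nef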
Target sequence (P08631 whole entry, looked up): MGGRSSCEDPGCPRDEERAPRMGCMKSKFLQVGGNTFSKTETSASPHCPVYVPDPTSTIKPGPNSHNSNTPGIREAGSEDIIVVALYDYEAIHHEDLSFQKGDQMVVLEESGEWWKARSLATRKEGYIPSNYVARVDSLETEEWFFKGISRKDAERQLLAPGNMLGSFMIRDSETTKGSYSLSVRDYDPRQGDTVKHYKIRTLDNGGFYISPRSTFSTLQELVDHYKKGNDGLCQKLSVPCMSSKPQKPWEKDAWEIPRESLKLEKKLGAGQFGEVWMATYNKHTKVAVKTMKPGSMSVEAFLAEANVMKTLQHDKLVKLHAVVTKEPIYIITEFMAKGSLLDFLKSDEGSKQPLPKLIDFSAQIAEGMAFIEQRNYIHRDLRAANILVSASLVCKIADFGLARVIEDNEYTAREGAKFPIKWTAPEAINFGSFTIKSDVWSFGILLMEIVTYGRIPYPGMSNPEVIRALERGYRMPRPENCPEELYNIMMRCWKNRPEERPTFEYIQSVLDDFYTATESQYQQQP
PGE2 EP2 inh – human EP2 receptor antagonists, primary screen, TR-FRET cAMP, C6 glioma cells; Prostaglandin E2 receptor EP2 subtype (Homo sapiens), P43116; C6 glioma cells expressing human EP2; cells stimulated with saturating PGE2; inhibition, % at 25 µM; 0.52% of 260,000 active; AID 1422, 2008;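 active = percent inhibition above 40 after rounding to a whole number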;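 also: rat C6 glioma host cells with rolipram phosphodiesterase inhibitor present; the protocol text gives 20 µM as final concentration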
An asterisk follows results filed as active; x = not tested or not shown; & = joins results of further samples.

SMILES	zVAD death inh	RBBP9 inhibitor	PERK inhibitor	TNF death inh	Runt-SMMHC FRET	Runt-CBFb FRET	EP2 modulator	Hck-Nef inh	PGE2 EP2 inh
Cn1c(NN)nc2ccccc2c1=O	0.6	-1	-0.4	-0.7	-1	-4	-2&26	22	9&10
O=C1/C(=C\c2ccco2)SC(=S)N1Cc1ccccc1	-0.4	-6	1.6	0.3	-12	4	42	0	18
O=C(Nc1ccc(Br)c(C(F)(F)F)c1)c1ccccc1	30	-10	0.6	1.3	0	-1	-90	-1	19
Cc1cccc(C)c1NC(=O)CSc1nnnn1-c1ccc(C(=O)O)cc1	-0.4	-4	0.5	-1.4	0	-1	11	0	2
CCOC(=O)C1CCCN(c2nc3ccccc3nc2C(C#N)C(=O)NCc2ccccc2)C1 (stereo not drawn)	1.6	-5	-0.2	-3.1	-52	-11	21	-14	7
O=C(Cn1c(C(F)(F)F)nc2ccccc21)Oc1cccc(C(F)(F)F)c1	0.9	1	2.4	-1.3	0	0	18	-1	10
COc1ccc(CCNC(=O)c2nnn(-c3cc(C)cc(C)c3)c2N)cc1OC	0.6	-10	-0.5	-1.1	3	-1	-20	2	6
CCO/C=C/C(O)(CNC(=O)COc1ccccc1F)C(F)(F)F (stereo not drawn)	0.1	-8	-0.8	-4.9	4	-1	-8	0	6
Cc1nc(Nc2cccc(C(F)(F)F)c2)nc2c1C(=O)CC(C)C2 (stereo not drawn)	0.1	-8	1.1	0.2	3	2	18	0	13
COc1cc(C(=O)Nc2cc(Cl)ccc2C)c(-n2cnnn2)cc1OC	0.0	-10	-0.7	-0.7	0	-1	2&7	0	10&6
O=C(CN(C(=O)CCC(=O)Nc1nccs1)c1ccc2c(c1)OCO2)NCC1CCCO1 (stereo not drawn)	1.4	-5	0.5	-0.8	5	-1	34	1	13
COC(=O)c1c(NC(=O)c2ccc(C)cc2)sc(Cc2ccccc2)c1C	8.8	-4	1.1	1.2	2	-2	26	2	20
O=C(C1CCC(CNS(=O)(=O)c2cccc3nsnc23)CC1)N1CC=C(c2ccccc2)CC1 (stereo not drawn)	1.3	-8	-0.3	-3.3	-7	0	-5	3	6
Clc1ccccc1C(c1nnnn1Cc1ccco1)N1CCN(Cc2ccco2)CC1 (stereo not drawn)	-0.5	-8	-1.5	0.2	10	9	9	-2	6
Cc1ccccc1N1CCN(C(=S)c2ccccc2)CC1	1.0	-7	0.4	1.9	-3	-3	30	2	3
CCCCc1ccc(N=N/C(C(=O)Nc2ccccc2OC)=C(/C)O)cc1	0.8	-6	0.2	1.4	-3	0	38	2	2
COc1ccc(OC)c(-c2csc(N(CC3CCCO3)C(=O)Cc3ccccc3)n2)c1 (stereo not drawn)	8.6	-7	-1.6	3.3	2	0	16	15	4
O=C(O)c1cc(-c2cccs2)nn1-c1ccccc1	1.8	-2	0.2	-0.4	-4	0	34	-1	2
C/C(=N\NC(=O)CN1CCN(Cc2ccccc2)CC1)c1cccs1	1.7	5	0.7	7.2	-4	2	6	9	13
Cc1nnc(N/N=C/c2ccccc2O)n1N	1.1	-9	0.7	-0.2	3	0	-8	20	6

As entered above:
Entry for O=C(Nc1ccc(Br)c(C(F)(F)F)c1)c1ccccc1 in EP2 modulator: -90
Entry for Cn1c(NN)nc2ccccc2c1=O in TNF death inh: -0.7

Complete entries as entered above. Order of screens: zVAD death inh | RBBP9 inhibitor | PERK inhibitor | TNF death inh | Runt-SMMHC FRET | Runt-CBFb FRET | EP2 modulator | Hck-Nef inh | PGE2 EP2 inh
Profile of Cc1nnc(N/N=C/c2ccccc2O)n1N → 1.1 | -9 | 0.7 | -0.2 | 3 | 0 | -8 | 20 | 6
Profile of O=C1/C(=C\c2ccco2)SC(=S)N1Cc1ccccc1 → -0.4 | -6 | 1.6 | 0.3 | -12 | 4 | 42 | 0 | 18

Later entries:
SMILES	zVAD death inh	RBBP9 inhibitor	PERK inhibitor	TNF death inh	Runt-SMMHC FRET	Runt-CBFb FRET	EP2 modulator	Hck-Nef inh	PGE2 EP2 inh
C=CCN(CC=C)S(=O)(=O)c1ccc(NC(=S)NC(=O)Cc2ccc(OC)cc2)cc1	0.0	-23	0.7	-1.5	-1	-3	32	-1	7
CCCCN(C)Cc1cc(=O)oc2cc3c(cc12)CCCC3	0.4	-8	0.5	1.0	-2	-6	35	6	3
COC(=O)CCC(=O)OC1(C)C(=O)C=C2C=C(C3CC3)N(C3CCCCC3)C=C2C1=O (stereo not drawn)	0.3	x	x	0.9	7	6	4	29	13
COc1ccc(N=Nc2n(C)c3ccccc3[n+]2C)cc1	-2.5	-5	3.4*	-25	-9	-16	-5	11	11
CCOC(=O)C1CCN(C(=O)Nc2ccc(Cl)cc2)CC1	0.1	2	1.3	-0.7	3	1	-3	1	16
O=C([C@H](O)c1ccccc1)N1CCC[C@H]1CO	0.8	-4	1.2	0.6	-4	-1	28	0	16
CCOC(=O)c1[nH]c2ccccc2c1NC(=O)CC(C)C	-0.1	x	x	2.2	3	0	-10	34	8
CCOC(=O)C(C)On1c(-c2ccccc2)nc2ccc([N+](=O)[O-])cc21 (stereo not drawn)	0.5	2	-1.1	-1.9	-1	0	62*	3	14
COc1ccccc1N1CCN(C(=O)Cn2nc3n(C)c4ccccc4n3c(=O)c2=O)CC1	0.6	-3	1.4	0.5	x	x	5	21	2
Cn1c(Cn2nnc3ccccc32)nnc1SCC(=O)N1c2ccccc2CCc2ccccc21	-1.1	-3	-1.2	-5.0	1	-1	-5&-15	-2	11&4
Cc1nc2cc(C(=O)NCCN3CCOCC3)ccc2n1-c1ccc(F)cc1F	5.2	-4	1.7	1.4	0	2	-1	1	8
C=CCNC(NC(=O)c1ccccc1)(C(=O)OCC)C(F)(F)F (stereo not drawn)	0.0	-10	-1.3	-1.2	-3	-3	5	-2	8
O=C(c1ccc(F)cc1)C1CCN(CCn2c(=S)[nH]c3ccccc3c2=O)CC1	x	5	1.6	x	-72	0	x	x	21
CCCCC(c1nnnn1C1CCCC1)N1CCN(C(=O)c2ccco2)CC1 (stereo not drawn)	0.8	-1	-1.3	2.6	-6	0	8	0	12
COC(=O)c1ccccc1NC(=O)CCCn1nc([N+](=O)[O-])c(Br)c1C	0.0	-6	-0.7	-0.7	1	-3	10	2	6
Cc1ccc(S(=O)(=O)NC(CC(C)C)C(=O)Oc2ccc3c4c(c(=O)oc3c2)CCC4)cc1 (stereo not drawn)	0.1	-7	-0.3	-6.6	15	0	-1	22	38
CCOC(=O)Nc1sc(=S)n(C)c1C	0.2	-3	-0.9	-1.3	1	4	29	1	6
Cn1c(/N=C/c2c[nH]c3ccccc23)nc2ccccc21	-0.5	10	2.3	-2.6	1	0	-17	2	13
Cc1ccc(NC(=O)c2ccco2)c(NC(=O)C2CCCO2)c1 (stereo not drawn)	-0.1	-2	-0.2	-0.6	-3	4	17	-8	9
COCC(C)n1c(C)cc(C(=O)CSc2nnc(N)s2)c1C (stereo not drawn)	0.2	0	-0.2	-0.5	3	8	6	-3	23
CCOC(=O)c1[nH]c(C)c(C(=O)Nc2ccc(Cl)cc2)c1C	1.4	-3	-0.1	0.5	2	1	-19	18	8
CCCCOC(=O)/C=C/c1ccc(OC(=O)OC)c(OC(=O)OC)c1	0.2	-6	1.2	-1.5	3	-6	9	-1	4
Cc1ccc2c(c1)C1CN(C)CCC1N2C(=O)c1cccc(S(=O)(=O)N2CC(C)CC(C)C2)c1 (stereo not drawn)	0.0	0	-0.2	-0.2	-6	-3	-13	21	12
O=C(c1cccc(F)c1)N1CCN(C(=O)c2cc3ncc(Br)cn3n2)CC1	-0.9	-4	-1.9	0.5	4	4	20	0	4
O=C(Nc1ccc2ccccc2n1)Nc1cccs1	1.5	-10	-0.5	1.2	2	3	19	20	5
CC(=O)c1c(O)cc(=O)n(-c2ccccc2)c1-c1ccc(C)cc1	0.1	0	1.2	0.0	-5	-2	6	-1	12
COc1ccc(OCCCC(=O)Nc2nc(-c3ccccn3)cs2)cc1	-0.4	-2	0.6	0.4	-4	3	-74	41	5
c1ccc(-c2noc(CN3CCc4sccc4C3)n2)cc1	2.6	5	0.0	-0.4	-1	-1	30	19	4
CCCCNC(=S)NNC(=O)c1csc(CC)c1	-1.1	-3	0.4	-0.7	-3	-1	13	-10	20
C/C(=N/NS(=O)(=O)c1ccc(Br)cc1)c1ccc(NC(=O)c2ccc(C)o2)cc1	-0.1	-7	0.0	-2.3	-2	-1	-37	0	10
N#Cc1c(NC(=O)Cn2nc(C(F)(F)F)c3c2CCCC3)sc2c1CCC2	-0.1	-13	-0.2	-3.3	35	48	9	-1	6
COc1ccc(CCNC(=O)C(=O)Nc2ccc3c(c2)OCO3)cc1OC	0.4	-6	1.6	1.4	0	-1	15	19	2
CC(O)(c1ccccc1)C(c1ccccc1)C1CCCCN1 (stereo not drawn)	0.1	-6	-1.1	1.6	1	0	8	-12	9
CC(=O)Nc1ncc(Cc2cc(Cl)ccc2Cl)s1	-3.7	-1	0.4	-13	-1	0	26	18	8
CCc1nnc(NC(=O)c2cccc(S(=O)(=O)N(C)c3ccc(OC)cc3)c2)s1	1.9	10	0.9	0.5	0	-2	-51	2	6
COc1cc(/C=C2\SC(=O)N(CCN)C2=O)ccc1OS(=O)(=O)c1cc(C)ccc1C	2.8	3	0.1	-7.0	6	1	-71	-1	14
O=S(=O)(c1ccccc1)c1nc(-c2ccco2)oc1NCc1ccccc1	-0.3	-5	-1.4	-0.3	-3	1	34	5	6
Cc1ccc(-c2csc(=S)n2CC(=O)OCC(=O)NCc2ccco2)cc1	0.7	-12	-1.8	-3.5	-4	3	-28	-1	4
O=C(CN1CCC(n2nnc3cc(F)ccc32)CC1)NNC(=O)c1ccccc1	1.1	-6	0.1	-0.7	6	0	-41&12	-1	10&11
COc1cc(/C=N/Nc2ccc(C(F)(F)F)cn2)ccc1O	79*	-5	0.2	45	4	4	-20	38	2
CCOC(=O)C1=C(C)NC(=O)NC1c1ccccc1OCc1c(F)cccc1Cl (stereo not drawn)	0.2	-1	-0.9	-1.7	0	1	30	1	9

Not all compounds are listed. The share of hits here may be higher or lower than overall.
